HIV RNase H inh = blocks HIV-1 RNase H cleavage of RNA/DNA duplex | 1.9% of 65,000 active | RT-RNase H RNA/DNA duplex cleavage, fluorescence | inhibition, % at 10 µM; in the data active = inhibition above about 50%
RmlCD inh mix = RmlC/RmlD inhibition, mixture screen; 0.39% of 110,000 active; inhibition, % at 5.5 µM; RmlC/RmlD coupled enzyme inhibition, 384-well mixture HTS; in the data active = inhibition above about 30%, passing the limit was not always enough; note: strong numbers were not always called active
* = called active by the depositor; nt = no result given. Some of the compounds tested (hit frequency here may not be typical).

Value order: HIV RNase H inh, RmlCD inh mix
CCC(OC(=O)CC1Sc2ccccc2NC1=O)C(=O)NCC1CCCO1 (centres undefined)
→ -7, -2
CCOC(=O)C1=C(CSc2nc(C)ccc2C#N)OC(N)=C(C#N)C1c1cccc(OC)c1OC (centres undefined)
→ -1, 0
COc1ccc(-c2oc3ccc(N4CCOCC4)cc3c2C#Cc2ccc(N)cc2)cc1
→ nt, -363
Cc1cc(=O)[nH]c(N2CCN(Cc3ccccc3)CC2)n1
→ 0, -7
O=C(NCc1ccccc1)NC1CCCCC1
→ -8, 7
CCCC1CCC(C(=O)Nn2c(C)nc3ccccc3c2=O)CC1 (centres undefined)
→ 0, -2
S=C(c1ccc(N2CCOCC2)cc1)N1CCCCC1
→ 3, -2
C#CCOCCOCCOCCNc1nc(N2CCN(C(=O)[C@H]([C@@H](C)CC)n3cc([C@@H](N)CC(C)C)nn3)CC2)nc(N2CCN(C(=O)[C@H](Cc3cc4ccccc4[nH]3)n3cc([C@@H](N)CC(C)C)nn3)CC2)n1
→ nt, -5
CCOC(=O)c1cccc(NC2c3ccccc3C(=O)N2Cc2ccco2)c1 (centres undefined)
→ -6, 5
COc1cccc(-c2cc(C(=O)O)[nH]n2)c1
→ nt, 4

One compound at a time, from the list above:
`COc1ccc(-c2oc3ccc(N4CCOCC4)cc3c2C#Cc2ccc(N)cc2)cc1` is listed with HIV RNase H inh = nt; RmlCD inh mix = -363
`O=C(NCc1ccccc1)NC1CCCCC1` is listed with HIV RNase H inh = -8; RmlCD inh mix = 7

Continuation.
Value order: HIV RNase H inh, RmlCD inh mix
Cc1ccc(-n2ncc3c(=O)[nH]c(SCC(=O)N4CCCC4)nc32)cc1C
→ -15, nt
O=C(CN1CCN(S(=O)(=O)c2ccc3ccccc3c2)CC1)NC(=O)NC1CCCCC1
→ nt, -7
Cc1nn(-c2ccccc2)c(C)c1/C=N/NC(=O)c1cc(C(C)(C)C)[nH]n1
→ nt, -13
Cc1nn(Cc2ccccc2Cl)c(C)c1N
→ -18, nt
Cc1ccccc1N(C)C(=O)c1coc(=O)c2ccccc12
→ nt, -7
COc1cc2[nH]c(=S)n(CC3CCCO3)c(=O)c2cc1OC (centres undefined)
→ 2, -13
O=C(CSc1nnc(-c2ccc(S(=O)(=O)N3CCOCC3)cc2)o1)c1ccccc1F
→ 4, 19
COC(=O)c1ccc(Cl)c(NC(=O)CN(c2ccc(OC)cc2)S(=O)(=O)c2ccccc2)c1
→ nt, 36
Cc1ccc(C(=O)N/C(=C/c2ccco2)C(=O)NCCc2c[nH]c3ccccc23)cc1C
→ nt, 1
CC(C)C(=O)Nc1cccc(C(=O)NCc2ccc(S(N)(=O)=O)cc2)c1
→ -9, -13

7 entries from above, with tabs:
structure	HIV RNase H inh	RmlCD inh mix
COc1cccc(-c2cc(C(=O)O)[nH]n2)c1	nt	4
CCCC1CCC(C(=O)Nn2c(C)nc3ccccc3c2=O)CC1 (centres undefined)	0	-2
COc1ccc(-c2oc3ccc(N4CCOCC4)cc3c2C#Cc2ccc(N)cc2)cc1	nt	-363
Cc1ccccc1N(C)C(=O)c1coc(=O)c2ccccc12	nt	-7
Cc1nn(Cc2ccccc2Cl)c(C)c1N	-18	nt
CC(C)C(=O)Nc1cccc(C(=O)NCc2ccc(S(N)(=O)=O)cc2)c1	-9	-13
Cc1ccc(C(=O)N/C(=C/c2ccco2)C(=O)NCCc2c[nH]c3ccccc23)cc1C	nt	1

Next results
Value order: HIV RNase H inh, RmlCD inh mix
CC12C=CC(=O)C=C1CCC1C2C(=O)C[C@@]2(C)C1CCC2(O)C(=O)CO (some centres undefined)
→ nt, 1
O=C(NCc1ccco1)c1ccc2c(c1)N(Cc1ccccc1)C(=O)CS2
→ nt, -9
CC(C)(C)n1nnnc1C(c1cccc(C#N)c1)N1CCC(Cc2ccccc2)CC1 (centres undefined)
→ -8, -12
O=C1C(C=NCCCN2CCCC2=O)=C(O)c2ccccc21
→ -14, 22
COc1cc(OC)cc(C(=O)Nc2cccc(NC(C)=O)c2)c1
→ -5, 10
CCOC(=O)N1CCN(C(=O)c2cc3c(s2)-c2ccccc2OC3)CC1
→ nt, 44
c1ccc(Nc2nc(-c3ccncc3)cs2)nc1
→ -14, -6
COC(=O)CCC(=O)N1CCc2cc(S(=O)(=O)N3CCc4ccccc43)ccc21
→ -17, -7
CCOc1ccc(CC(=O)C2C(=O)CC(C)(C)CC2=O)cc1OCC
→ nt, -7
c1ccc(-c2cnc(-c3ccccc3)nn2)cc1
→ nt, 3
CCOC(=O)N/N=C/c1ccc(C)o1
→ nt, -5
NC(=O)C1CCN(C(=O)Nc2ccccc2)CC1
→ -2, 7
Cc1ccc(S(=O)(=O)C2(C(=O)NCc3ccc4c(c3)OCO4)CC2)cc1
→ -13, 4
COc1ccc(NC(=O)C2CCCN2S(=O)(=O)c2ccc3c(c2)CCC(=O)N3)cc1 (centres undefined)
→ -1, -8
CCOC(=O)c1cccc(NC(=O)C2CCCN(S(=O)(=O)c3cnc[nH]3)C2)c1 (centres undefined)
→ -14, -13
CC1CCN(c2c(NCC3CCC(C(=O)N4CCCC(C)C4)CC3)c(=O)c2=O)CC1 (centres undefined)
→ nt, 6
CC(=O)NC(=O)NC1CSCC1OC(C)=O (centres undefined)
→ -3, 3
CC(C)(C)NC(=O)NC(=O)COc1ccccn1
→ 2, -12
COc1ccccc1CNC(=O)CC(NS(=O)(=O)c1ccc(C)cc1)c1ccco1 (centres undefined)
→ 0, -7
COC(=O)c1ccccc1NC(=O)Nc1cnccn1
→ -5, 3

By substructure: the compounds so far with a furan ring, fused or not (six)
Value order: HIV RNase H inh, RmlCD inh mix
COc1ccc(-c2oc3ccc(N4CCOCC4)cc3c2C#Cc2ccc(N)cc2)cc1
→ nt, -363
CCOC(=O)c1cccc(NC2c3ccccc3C(=O)N2Cc2ccco2)c1 (centres undefined)
→ -6, 5
Cc1ccc(C(=O)N/C(=C/c2ccco2)C(=O)NCCc2c[nH]c3ccccc23)cc1C
→ nt, 1
O=C(NCc1ccco1)c1ccc2c(c1)N(Cc1ccccc1)C(=O)CS2
→ nt, -9
CCOC(=O)N/N=C/c1ccc(C)o1
→ nt, -5
COc1ccccc1CNC(=O)CC(NS(=O)(=O)c1ccc(C)cc1)c1ccco1 (centres undefined)
→ 0, -7

Following part.
Value order: HIV RNase H inh, RmlCD inh mix
CCCn1nc2cc(C(=O)NCc3ccc(OC)cc3)ccc2c1OCC
→ nt, 6
CCN1CCN(Cc2cccc(Oc3ccccc3)c2)CC1
→ nt, -3
COc1ccc(C2Nc3ccccc3C(=O)N2c2ccc(C)cc2)cc1Cn1nnc2ccccc21 (centres undefined)
→ nt, 10
COC(=O)c1ccc(COC(=O)c2ccc(CS(=O)(=O)c3ccc(C)cc3)cc2)cc1
→ nt, 4
Cc1ccc(OCCn2cc(C(=S)N3CCCC3)c3ccccc32)cc1C
→ nt, 3
Cc1nn(CC(=O)Nc2ccccn2)c(=O)c2ccccc12
→ 21, -15
CCN(CC)S(=O)(=O)c1cccc(C(=O)N2CCCCC2)c1
→ -18, 2
O=c1cc(CO)oc(CN2CCC(Cc3ccccc3)CC2)c1O
→ -11, 7
COCCn1nnnc1CN(Cc1cccnc1)Cc1cc2cc(OC)ccc2[nH]c1=O
→ -7, -10
CCCC(=O)Nc1nnc(COC)s1
→ 1, 141
CCNC(=S)NNC(=O)c1cc(CC(C)C)nc2ccccc12
→ nt, -9
CN1CCN(CCN2CCn3c2nc2ccccc23)CC1
→ -3, 13
CC1CCc2c(sc3nn[nH]c(=O)c23)C1 (centres undefined)
→ nt, 6
COc1ccccc1-c1cc(C2CC2)nc(N)c1C#N
→ -81, -12
COC(=O)c1nc2n(n1)C(c1cccc(Cl)c1)C1=C(CC(C)(C)CC1=O)N2 (centres undefined)
→ 0, -9
CN(CCc1ccccn1)S(=O)(=O)c1ccccc1F
→ -25, 2
CC(=O)C1(O)C(C)CC2C3CCC4CC(O)CCC4(C)C3=CCC21C (centres undefined)
→ -5, -11
Cc1ccc(NS(=O)(=O)c2cc(C(=O)O)ccc2Cl)cc1
→ 1, -8
Cc1cccc(N2CCN(c3ccc(NC(=O)/C=C(/C(=O)O)c4ccccc4)cc3)CC2)c1
→ nt, -21
Cc1cc(C(=O)OCC(=O)c2ccc3c(c2)NC(=O)CO3)c2ccccc2n1
→ nt, 8
Cc1c(C(=O)NC(C)C)sc2ncn(CC(=O)N3CCC(C)CC3)c(=O)c12
→ nt, 2
CCOC(=O)c1cn(-c2ccccc2)nc1-c1cccnc1
→ -39, -12
CCSc1nc2c(cnn2-c2ccc(C)c(C)c2)c(=O)[nH]1
→ -5, 0
CCCc1cc(=O)[nH]c(SCC(=O)OCc2ccccc2)n1
→ -10, -6
Cc1cc(C)cc(-n2nc(C)cc2N)c1
→ nt, -9
COC(=O)c1cc(-c2c(C)oc3cc(OC)ccc3c2=O)c(C)o1
→ -8, 8
O=C(O)C1C2C=CC(C2)C1C(=O)NC1CCN(Cc2ccccc2)CC1 (centres undefined)
→ -16, 3
Cc1c(Br)c(C(F)(F)F)nn1CC(=O)N1CCCC1
→ 6, 44
O=C(Cn1cc2c(n1)CCCC2)NCCCN1CCCC1
→ -15, 1
CSc1cccc(NC(=O)CN(C)S(=O)(=O)c2ccc(F)cc2)c1
→ 2, -9
Cc1ccnc(SCCn2c(N3CCC(C)CC3)nc3c2c(=O)[nH]c(=O)n3C)n1
→ 0, 9
COc1ccc(CN2CCN(C(=O)c3cccs3)CC2)cc1Br
→ 0, -5
CC(CN1CCCC(C(N)=O)C1)c1ccccc1 (centres undefined)
→ -5, 15
O=C(O)c1cccc(CSc2nnc(Cc3ccccc3)o2)c1
→ -6, 6
c1ccc(/N=C2\N=C(Nc3ccccn3)c3ccccc32)nc1
→ -14, nt
COc1ccc(NC(=O)c2cn(-c3ccccc3)nc2-c2cc3ccccc3o2)cc1
→ nt, 8
COc1ccc(N(CC(=O)NCc2cccs2)S(=O)(=O)c2c(C)n[nH]c2C)cc1
→ -9, -17
CC(=O)N1CCN=C1SCc1ccc(F)cc1
→ -10, -7
COc1ccccc1NC1SC(=O)N(c2ccccc2)C1=O (centres undefined)
→ 10, -10
CCC1CCC2(CC1)NNC(=S)NN2
→ nt, 12
CCOC(=O)N1CCN(C(=O)COc2ccc(S(=O)(=O)NC3CCCCC3)cc2C)CC1
→ -14, 5
C=CCOc1c(CNc2ccc(C(=O)O)cc2)cccc1OCC
→ nt, -5
Clc1cccc(-c2nc(NCc3cccnc3)c3ccccc3n2)c1
→ nt, 1
CC1CN(CCCOc2ccccc2[N+](=O)[O-])CC(C)O1 (centres undefined)
→ nt, -8
COc1ccc(C2C(C(=O)NCc3cccnc3)c3cc(OC)c(OC)cc3C(=O)N2C)cc1 (centres undefined)
→ nt, 11
O=C(CCN1CCCC1)Nc1ccc(Br)cc1
→ nt, 2
COC(=O)c1sc2nc(CN3CCOCC3)nc(N3CCOCC3)c2c1C
→ -14, 11
Cc1cc(C)nc(SCc2nnc(SCC(=O)Nc3ccc(C)c(C)c3)o2)n1
→ -41, -4
CCOC(=O)c1cccc(NC(=O)c2ccco2)c1
→ -7, -6
CCOC(=O)CSC1=C(C#N)C(=O)NC(c2ccc(OC)c(OC)c2)S1 (centres undefined)
→ 4, 6

Further entries follow.
Value order: HIV RNase H inh, RmlCD inh mix
COc1ccccc1NC(=O)CN1CCN(CC(=O)Nc2ccc(Cl)c(C(F)(F)F)c2)CC1
→ -9, -5
COc1ccc(NC(=O)CCCCC#Cc2ccccc2)cc1
→ nt, 6
C1CCN=C(Nc2nn[nH]n2)CC1
→ -1, -21
COc1ccc2c(c1)N1CCN=C1N2C
→ -18, -17
Cc1nn2c(-c3ccncc3)nnc2c2ccccc12
→ -62, 20
O=C(O)CCCNC(=O)OCc1ccccc1
→ -2, -5
CCc1nnc(SCc2cccc(F)c2)nc1CC
→ nt, -2
CCCCCP(=O)(O)c1ccccc1
→ 3, -4
CCN(CCNC(=O)Nc1ccc(Cl)cc1)c1ccccc1
→ -43, -10
CCOc1ccc(S(=O)(=O)N(C)c2ccc(OCC(=O)Nc3ccc4[nH]c(=O)[nH]c4c3)cc2)cc1
→ 7, nt
CCc1cccc(NC(=O)CSC2=NS(=O)(=O)c3ccccc32)c1
→ nt, 10
O=C(Cn1cnc2ccccc2c1=O)Nc1ccc(-c2nnc3n2CCCCC3)cc1
→ -6, 5
Cc1ccc(NC(=O)N2CCN(c3ccccn3)CC2)cc1
→ nt, 2
COc1ccc(N2C(=O)CCC(C(=O)NCc3ccccn3)C2c2ccc(OC)c(OC)c2)cc1 (centres undefined)
→ 8, 9
COc1ccc(C(=O)/C=C/Nc2ccccn2)cc1
→ nt, -26
COc1ccc(N(CC(=O)NCc2ccccc2)S(=O)(=O)c2c(C)nn(C)c2C)cc1
→ nt, 2
Cc1ccc(-c2noc(-c3ccccc3C(=O)NCC3CCCO3)n2)cc1 (centres undefined)
→ 1, 58
CC(C)(C)OC(=O)N[C@@H](Cc1ccccc1)c1nnc(S(=O)(=O)Cc2ccccc2)o1
→ 6, -15
CCOC(=O)C1=NN(C(=O)c2ccc(C)cc2)C(O)(c2ccc(Cl)cc2)C1 (centres undefined)
→ nt, -11
CC(C)(C)c1nn(-c2ccccc2)c2[nH]c(=O)c(CNc3ccc4c(c3)OCCO4)cc12
→ nt, -13
COC(=O)c1cc(-c2ccc(OC)c(OC)c2)on1
→ -4, 6
CC1Cc2nc(SCC(=O)Nc3ccc4c(c3)OCO4)n(Cc3ccccc3)c(=O)c2S1 (centres undefined)
→ 3, 13
COc1cccc(-c2nnc(-c3ccc(C)o3)o2)c1
→ nt, -13
Cc1cc(C)c(C(=O)C2OC(=O)C(C)(C)C(=O)C2(C)C)c(C)c1 (centres undefined)
→ nt, 8
Cc1cc2nncn2c(Cc2ccccc2)n1
→ -15, 0
O=C(CSc1nc2ccccc2s1)CSc1nc2ccccc2s1
→ nt, -15
CCOC(=O)C1CCN(Cc2ccc(OC)c(C)c2OC)CC1
→ 5, 0
O=C(NCCCn1ccnc1)c1ccc(Br)o1
→ nt, -4
CCOC(=O)CS(=O)(=O)c1ccccc1
→ nt, -6
CCn1c(=O)cc(OCC(=O)NCc2ccc(C)o2)c2ccccc21
→ -10, -13
O=C(Nc1cccc(-c2cn3ccccc3n2)c1)C1CC1
→ nt, -12
